NFkB transloc pot: enhances IL-1B driven NFkB nuclear translocation. AID 819. hit rate 0.3% among 94,000. HUVEC IL-1B NFkB p65 nuclear translocation imaging. activation, % at 2 µM;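 active = activation above 40%, about the mean plus 3 SD, also judged a hit on visual image review; inconclusive = activation above 40% but not a hit on visual review; inactive = activation not above 40% and no visual hit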;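 note: percent activation is computed from the nuclear over cytoplasmic p65 intensity ratio; values of inactives mirror those of a sister screen read the other way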
MRP reversal: compounds reversing MRP-mediated drug resistance; H69AR cells + 2 uM doxorubicin, CellTiter-Glo, 72 h; differential viability (reversal), % at 10 µM; hit rate 0.04% among 85,000;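 active = viability drop by adding the cancer drug above about 55%, with treated viability meeting a 40% cutoff, limit read from the data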;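 note: viability without doxorubicin minus viability with 2 µM doxorubicin for each compound; larger differential means the compound sensitizes cells more to doxorubicin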
Bcl-B TR3 displacers: displacers of TR3 peptide from Bcl-B, primary screen, selectivity assay for Bfl-1 inhibitor project, biochemical, fluorescence polarization. hit rate 0.11% among 96,000. FP displacement of FITC-TR3 peptide from Bcl-B; higher % means a stronger effect. one-dose displacement, % at 20 µM; IC50 in µM for titrated hits;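 active = displacement above 50% at 20 µM plus a fluorescence interference ratio under 1.5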;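 note: plate controls were wells without compound for no effect and wells lacking Bcl-B protein for full effect; a part of the inactive calls stands beside numbers as strong as those of hits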
IL1B NFkB inh: blocks IL-1B driven NFkB nuclear translocation in HUVEC cells | hit rate 0.43% among 94,000 | inhibition, % at 2 µM | HUVEC IL-1B NFkB p65 nuclear translocation imaging;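 active = inhibition above about 30% together with a positive call from visual inspection of the well image, limit read from the data; inconclusive = inhibition above a set limit but visual check negative; inactive = inhibition not above a set limit, visual check negative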;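 note: nuclear over cytoplasmic p65 intensity ratio measured by imaging; 0% = IL-1B stimulated DMSO wells and 100% = unstimulated DMSO wells; values of inactives mirror those of a sister screen read the other way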
PLAP inhibition: PLAP enzyme inhibitors, biochemical, luminescence, HTS (AID 690). purified PLAP, luminescent substrate; higher % means a stronger effect. one-dose inhibition, % at 20 µM; IC50 in µM for titrated hits. hit rate 0.08% among 96,000; in the data active = a potency from the dose series; inactive = the rest, 99 in 100 with inhibition below about 30%; note: strong numbers were not always called active
MRP reversal cytotoxicity: recorded beside MRP reversal, whose call it bears; viability, %; H69AR cells, CellTiter-Glo, 72 h; measured here: cytotoxicity without doxorubicin
MRP reversal with doxorubicin: recorded beside MRP reversal, whose call it bears; viability, %; measured here: viability with 2 uM doxorubicin; active compounds read low
IL1B NFkB inh cell count 2 µM: also measured in IL1B NFkB inh; calls as there; cell count; measured here: cells passing quality filter;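 raw number of nuclei counted in each imaged well without normalization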
NFkB transloc pot cell count 2 µM: also measured in NFkB transloc pot; calls as there; cell count; measured here: cells passing quality filter
Numbers without * were called inactive; ? = inconclusive; nt = no result given. A portion of the library (hit frequency here may not be typical).

SMILES	NFkB transloc pot	NFkB transloc pot cell count 2 µM	MRP reversal	MRP reversal cytotoxicity	MRP reversal with doxorubicin	Bcl-B TR3 displacers	IL1B NFkB inh	IL1B NFkB inh cell count 2 µM	PLAP inhibition
Clc1cccc(CON/C=N/c2ncnc3sccc23)c1	-2	110	nt	nt	nt	-6%	2	110	24%
COc1ncnc(OC)c1NC(=O)c1ccc(F)cc1	-2	136	-3	98	101	-6%	2	136	-10%
COc1ccccc1NC(=O)N(c1c(N)n(Cc2ccccc2)c(=O)[nH]c1=O)C1CCCC1	?	nt	0	92	92	-8%	-43	153	-10%
Cn1c(=O)c2cc(S(=O)(=O)N3CCN(c4cccc(C(F)(F)F)c4)CC3)ccc2n(C)c1=O	9	46	4	25	22	-15%	-9	46	12%
CCOC(=O)c1ccccc1NC(=O)c1ccccc1SC	?	nt	-21	46	66	0%	-43	134	15%
C=CCN1C(=O)C(Cc2ccc(OCC)cc2)S/C1=N\N=C\c1cccs1 (configuration not stated)	-2	181	6	94	88	10%	2	181	-3%
O=C(NCc1ccc2c(c1)OCO2)c1ccc(NS(=O)(=O)c2ccc3c(c2)OCCO3)cc1	-8	139	3	96	94	nt	8	139	nt
Cc1ccc(S(=O)(=O)N2CCC(C(=O)NCc3cccnc3)CC2)cc1	17	89	-4	91	95	7%	-17	89	10%
CCC(C)NC(=O)C1CCN(C(=O)c2ccccc2)CC1 (configuration not stated)	4	161	nt	nt	nt	5%	-4	161	-2%
CC(C)NC(=O)NC(=O)COC(=O)c1ccc(NC(=O)CC#N)cc1	6	203	nt	nt	nt	-6%	-6	203	-42%
O=C(CCSCc1ccccc1F)N1CCN(c2ccccn2)CC1	nt	nt	-11	86	97	-10%	nt	nt	-46%
CCn1cc(C(=O)NCc2ccc3c(c2)OCO3)c(=O)c2ccc(C)nc21	nt	nt	9	93	85	-9%	nt	nt	-7%
CNC(=O)N1CCN(C(=O)NC)CC1	0	193	8	99	91	-1%	0	193	12%
Cn1c(=O)c(C(=O)Nc2cccnc2)c(O)c2ccccc21	4	97	-6	12	18	nt	-4	97	nt
COc1cccc(NC(=O)CCCn2c(=S)[nH]c3ccccc3c2=O)c1	13	145	4	74	70	6%	-13	145	2%
CCc1ccc(C2NC(C(=O)O)CS2)cc1 (configuration not stated)	6	118	nt	nt	nt	-7%	-6	118	-41%
Cc1cc(NC(=O)CCC(=O)N(c2ccccc2)C(C(=O)NC2CCCC2)c2ccccc2)no1 (configuration not stated)	-8	81	20	91	71	nt	8	81	nt
c1ccc2c(c1)CCCN2c1nc2ccccc2n2cnnc12	-14	51	3	76	73	-18%	14	51	12%
O=C(NC1CC2CCC(C1)N2C(=O)NCc1ccccc1)NC12CC3CC(CC(C3)C1)C2 (configuration not stated)	-6	153	nt	nt	nt	-11%	6	153	-2%
CCCOC(=O)C(C)n1cnc2sc(C)c(C)c2c1=O (configuration not stated)	7	130	nt	nt	nt	3%	-7	130	-44%
COc1cccc(COc2ccccc2C2Nc3ccc(Br)cc3C(=O)N2NC(=O)c2ccncc2)c1 (configuration not stated)	16	160	nt	nt	nt	-8%	-16	160	-28%
CCCC1(C(=O)OC)NC(c2ccc(OC)c(OC)c2)C2C(=O)N(c3ccc4c(c3)OCO4)C(=O)C21 (configuration not stated)	-6	147	-1	75	76	-4%	6	147	-59%
O=C(O)CCc1nc(-c2ccccc2Cl)no1	-1	111	3	104	100	2%	1	111	-8%
O=C(NCc1ccccn1)Nc1cccc(NC(=O)NCc2ccccn2)c1	nt	nt	5	104	98	8%	nt	nt	-27%
Cc1cccc2nc(CSc3nnc4ccccn34)cn12	9	149	-1	89	89	-3%	-9	149	13%
The list continues:
SMILES	NFkB transloc pot	NFkB transloc pot cell count 2 µM	MRP reversal	MRP reversal cytotoxicity	MRP reversal with doxorubicin	Bcl-B TR3 displacers	IL1B NFkB inh	IL1B NFkB inh cell count 2 µM	PLAP inhibition
CC(NC(=O)C1CCC(=O)N1Cc1ccc(F)cc1)c1ccc2c(c1)OCCO2 (configuration not stated)	13	187	8	90	82	8%	-13	187	2%
O=C(Cn1nnc(-c2ccccc2)n1)OC1CCOC1=O (configuration not stated)	7	182	-2	98	100	-9%	-7	182	7%
Cc1noc(C(=O)Nc2c(C)nn(Cc3ccccc3)c2C)c1Cl	15	200	-11	84	95	5%	-15	200	12%
Cn1c(CNc2ccccc2)nc2ccccc21	-6	112	nt	nt	nt	46%	6	112	-22%
Cc1ccc(C(=O)CSc2nnc(-c3cccnc3)n2N)cc1	22	173	-37	27	64	-4%	-22	173	13%
CCCn1c(SCC(=O)Nc2ccc(OC)cc2)nnc1-c1ccncc1	5	150	nt	nt	nt	2%	-6	150	23%
COc1ccc(CNC(=O)C2CC(c3ccc(OC)cc3)=NO2)cc1 (configuration not stated)	15	172	2	92	89	-8%	-15	172	-4%
CC1CCCN(c2c([N+](=O)[O-])c(=O)oc3ccccc23)C1 (configuration not stated)	4	78	nt	nt	nt	-5%	-4	78	11%
COc1ccc(CNC(=O)C2CCCN2S(=O)(=O)c2ccc(Cl)cc2)cc1 (configuration not stated)	34	146	-1	81	82	nt	-34	146	nt
COc1ccc(CCNC(=O)CCn2c(SCC#N)nc3ccccc3c2=O)cc1OC	10	120	2	91	88	-1%	-10	120	5%
O=C(Cn1nc(Cc2cccnc2)c2ccccc2c1=O)N1CCN(c2ccccn2)CC1	-3	179	-8	76	84	-12%	3	179	-54%
Cc1ccc(Cn2c(CN3CCN(C(=O)c4ccco4)CC3)nc3c2c(=O)n(C)c(=O)n3C)cc1	12	101	-14	52	67	2%	-12	101	-32%
CCCCn1c(SCC(=O)NC(C)CC)nc2ccc(N3CCOCC3)cc2c1=O (configuration not stated)	0	124	nt	nt	nt	-12%	0	124	-12%
Cc1[nH]c2c(C)cccc2c(=O)c1Br	nt	nt	7	88	81	2%	nt	nt	14%
CCOC(=O)c1c(NC(=O)Cn2cnc([N+](=O)[O-])n2)sc2c1CCC(C)C2 (configuration not stated)	-1	121	nt	nt	nt	15%	1	121	5%
CCOC(=O)Cn1c(CN2CCN(C(c3ccccc3)c3ccccc3)CC2)nc2c1c(=O)n(C)c(=O)n2C	-7	189	nt	nt	nt	-2%	7	189	-32%
Cn1nnnc1SCC(=O)Nc1ccc(Oc2ccccc2)cc1	1	104	-1	72	73	1%	-1	104	20%
CN1CCCCC1=NCCCn1cnc2c1c(=O)n(C)c(=O)n2C	-2	120	nt	nt	nt	-4%	2	120	3%
Cn1c(=O)c2c(nc(CN3CCN(c4ccccc4)CC3)n2CCN2CCOCC2)n(C)c1=O	nt	nt	-8	85	92	6%	nt	nt	-67%
COC(=O)CSc1nnc(CNC(=O)c2cccc(C)c2)n1-c1ccccc1OC	-7	93	-1	88	89	-19%	7	93	-7%
Cc1csc(NC(=O)c2cccc(Cn3nc(C)c(Br)c3C)c2)n1	4	145	-3	89	93	-25%	-4	145	-24%
Cc1ccc(C(=O)N2CCN(C3CCCCC3)CC2)s1	nt	nt	34	115	81	-2%	nt	nt	-42%
CC(C)n1c(=S)[nH]c2ccccc2c1=O	-37	122	-9	76	85	2%	36*	122*	-28%
Clc1ccc(CN2CCCCCCC2)cc1Cl	-1	193	nt	nt	nt	0%	2	193	103%
CN1CCN(CCC(=O)N2c3ccccc3Sc3ccc(Cl)cc32)CC1	25	85	28	86	58	-3%	-25	85	-54%
The list goes on:
SMILES	NFkB transloc pot	NFkB transloc pot cell count 2 µM	MRP reversal	MRP reversal cytotoxicity	MRP reversal with doxorubicin	Bcl-B TR3 displacers	IL1B NFkB inh	IL1B NFkB inh cell count 2 µM	PLAP inhibition
O=C(Nc1nccs1)C12CC3CC(C1)CC(C(=O)Nc1nccs1)(C3)C2	-3	196	2	76	74	4%	3	196	-46%
CCCCOC(=O)c1ccc(NC(=O)C(CCS(C)(=O)=O)NC(C)=O)cc1 (configuration not stated)	4	131	11	108	97	3%	-4	131	-13%
Cc1ccc(-c2nnc(-c3cccc(Br)c3)o2)cc1	nt	nt	23	98	75	-8%	nt	nt	22%
O=c1c2ccccc2nc2n1CCC2	-10	124	nt	nt	nt	-9%	10	124	34%
O=C(c1ccco1)N(Cc1nc2ccccc2c(=O)[nH]1)C1CCCC1	11	197	2	85	83	-7%	-11	197	-4%
O=C(NC(=S)Nc1ccc(Br)cn1)c1cncc(Br)c1	-3	91	nt	nt	nt	-1%	4	91	-8%
CC/S(CC1CC1(Cl)Cl)=N\S(=O)(=O)c1ccc(C)cc1 (configuration not stated)	6	163	0	77	77	7%	-6	163	13%
O=C(CN1CCN(Cc2ccc(Cl)cc2)C1=O)NCCCN1CCOCC1	29	170	8	101	93	-4%	-29	170	-33%
COCCNC(=O)CCCn1c(=O)c2ccccc2n(CC(=O)NCCC2=CCCCC2)c1=O	-5	191	21	98	77	-8%	5	191	-27%
O=C(CSC1=Nc2ccccc2C2=NC(Cc3c[nH]c4ccccc34)C(=O)N12)NC1CCCCC1 (configuration not stated)	12	152	-11	59	70	-10%	-12	152	-76%
COC(=O)NCC(c1cccnc1)N1CCN(c2ccccc2OC)CC1 (configuration not stated)	nt	nt	4	90	86	3%	nt	nt	-25%
CC(C)n1c(SCC(=O)NCc2ccco2)nc2c1c(=O)n(C)c(=O)n2C	17	117	3	83	80	-2%	-18	117	-48%
COc1cccc2cc(C(=O)N3CCCCC3C)c(=O)oc12 (configuration not stated)	3	162	-3	102	104	nt	-3	162	nt
CCCCc1c(C)nc(N)[nH]c1=O	-1	105	9	90	81	-4%	1	105	6%

Arranged by SMILES length (ascending): some entries from above.
SMILES	NFkB transloc pot	NFkB transloc pot cell count 2 µM	MRP reversal	MRP reversal cytotoxicity	MRP reversal with doxorubicin	Bcl-B TR3 displacers	IL1B NFkB inh	IL1B NFkB inh cell count 2 µM	PLAP inhibition
CNC(=O)N1CCN(C(=O)NC)CC1	0	193	8	99	91	-1%	0	193	12%
Clc1ccc(CN2CCCCCCC2)cc1Cl	-1	193	nt	nt	nt	0%	2	193	103%
CCc1ccc(C2NC(C(=O)O)CS2)cc1 (configuration not stated)	6	118	nt	nt	nt	-7%	-6	118	-41%
O=C(O)CCc1nc(-c2ccccc2Cl)no1	-1	111	3	104	100	2%	1	111	-8%
CN1CCCCC1=NCCCn1cnc2c1c(=O)n(C)c(=O)n2C	-2	120	nt	nt	nt	-4%	2	120	3%
O=C(NCc1ccccn1)Nc1cccc(NC(=O)NCc2ccccn2)c1	nt	nt	5	104	98	8%	nt	nt	-27%
O=C(c1ccco1)N(Cc1nc2ccccc2c(=O)[nH]1)C1CCCC1	11	197	2	85	83	-7%	-11	197	-4%
Cc1ccc(S(=O)(=O)N2CCC(C(=O)NCc3cccnc3)CC2)cc1	17	89	-4	91	95	7%	-17	89	10%
CCCCn1c(SCC(=O)NC(C)CC)nc2ccc(N3CCOCC3)cc2c1=O (configuration not stated)	0	124	nt	nt	nt	-12%	0	124	-12%
COc1ccc(CCNC(=O)CCn2c(SCC#N)nc3ccccc3c2=O)cc1OC	10	120	2	91	88	-1%	-10	120	5%
CC(C)n1c(SCC(=O)NCc2ccco2)nc2c1c(=O)n(C)c(=O)n2C	17	117	3	83	80	-2%	-18	117	-48%
COCCNC(=O)CCCn1c(=O)c2ccccc2n(CC(=O)NCCC2=CCCCC2)c1=O	-5	191	21	98	77	-8%	5	191	-27%
O=C(NCc1ccc2c(c1)OCO2)c1ccc(NS(=O)(=O)c2ccc3c(c2)OCCO3)cc1	-8	139	3	96	94	nt	8	139	nt

High-throughput results as filed in PubChem BioAssay.
